WRN helicase inh – qHTS for Inhibitors of WRN Helicase; Bifunctional 3'-5' exonuclease/ATP-dependent helicase WRN (Homo sapiens), Q14191; WRN helicase unwinding, fluorescent forked duplex, kinetic; Potency, µM (titrated, usually from 114 µM), for inactives: at the top dose activity change, negative = inhibition, most hits filed as inhibitors; actives 0.46% (n = 360,000); AID 651768, 2012; note: potency is the fitted concentration of half-maximal effect; % is set by controls: 0 for no effect and ±100 for the full control effect; nearly all actives have a fitted effect of over 55% in size
Target sequence (Q14191 whole entry, looked up): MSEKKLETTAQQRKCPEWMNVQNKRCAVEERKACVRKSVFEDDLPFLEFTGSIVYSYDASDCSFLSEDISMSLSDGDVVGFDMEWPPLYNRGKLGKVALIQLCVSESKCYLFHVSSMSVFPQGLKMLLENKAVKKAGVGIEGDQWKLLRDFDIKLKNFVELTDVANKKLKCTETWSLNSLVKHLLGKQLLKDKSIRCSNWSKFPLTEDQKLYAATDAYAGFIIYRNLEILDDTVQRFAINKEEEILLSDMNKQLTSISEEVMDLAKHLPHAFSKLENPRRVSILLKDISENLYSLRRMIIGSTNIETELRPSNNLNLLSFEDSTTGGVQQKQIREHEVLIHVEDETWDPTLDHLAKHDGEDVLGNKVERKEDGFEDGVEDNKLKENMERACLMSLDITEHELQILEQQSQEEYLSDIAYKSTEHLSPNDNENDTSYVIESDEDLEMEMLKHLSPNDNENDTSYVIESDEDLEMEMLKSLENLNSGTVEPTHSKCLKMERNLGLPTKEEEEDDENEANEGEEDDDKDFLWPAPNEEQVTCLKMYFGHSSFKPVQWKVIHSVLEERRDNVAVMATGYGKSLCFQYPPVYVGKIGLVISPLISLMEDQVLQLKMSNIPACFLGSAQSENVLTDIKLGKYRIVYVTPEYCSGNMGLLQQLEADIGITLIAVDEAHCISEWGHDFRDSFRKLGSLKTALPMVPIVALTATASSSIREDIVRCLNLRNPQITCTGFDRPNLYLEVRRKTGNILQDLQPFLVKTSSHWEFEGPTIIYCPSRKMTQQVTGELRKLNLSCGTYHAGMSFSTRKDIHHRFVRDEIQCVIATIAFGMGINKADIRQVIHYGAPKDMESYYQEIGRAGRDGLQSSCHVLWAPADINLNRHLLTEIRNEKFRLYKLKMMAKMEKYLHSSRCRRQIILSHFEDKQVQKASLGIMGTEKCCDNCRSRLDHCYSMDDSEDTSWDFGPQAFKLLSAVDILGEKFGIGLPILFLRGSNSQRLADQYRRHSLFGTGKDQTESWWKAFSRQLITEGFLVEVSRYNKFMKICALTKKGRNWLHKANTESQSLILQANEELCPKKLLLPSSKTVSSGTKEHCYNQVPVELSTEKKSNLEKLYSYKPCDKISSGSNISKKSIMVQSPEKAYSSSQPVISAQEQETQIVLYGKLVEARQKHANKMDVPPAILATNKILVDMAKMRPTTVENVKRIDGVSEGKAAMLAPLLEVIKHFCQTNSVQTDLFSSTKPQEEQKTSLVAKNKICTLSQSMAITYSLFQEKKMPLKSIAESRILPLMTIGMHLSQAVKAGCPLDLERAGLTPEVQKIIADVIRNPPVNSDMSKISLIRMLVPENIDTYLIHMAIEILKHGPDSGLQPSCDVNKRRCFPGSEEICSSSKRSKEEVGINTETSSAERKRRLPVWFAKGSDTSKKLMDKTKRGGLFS
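Kinetic red-fluorescence monitoring (525/598 nm) tracks WRN helicase activity after 100 nM fluorophore-quencher forked duplex and 2 mM ATP are added to 20 nM enzyme pretreated 15 min at room temperature with compound.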
EPAC1 antag – qHTS for Antagonist of cAMP-regulated guanine nucleotide exchange factor 3 (EPAC1): primary screen; actives 0.14% (n = 360,000); EPAC1 GEF assay, Rap1b-BODIPY-GDP exchange fluorescence; Rap guanine nucleotide exchange factor 3 (Homo sapiens), O95398; Potency, µM (highest dose often 115 µM), inactives show at the highest dose activity change, negative = inhibition, actives largely listed as inhibitors;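 note: potency is the fitted concentration of half-maximal effect; plate controls were vehicle for no effect and positive control for full effect; nearly all actives have a fitted effect of over 50% in size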
PLK1 PBD inh – qHTS for Inhibitors of PLK1-PDB (polo-like kinase 1 - polo-box domain): Primary Screen; AID 720504, 2013; Potency, µM, for inactives: max response, negative = inhibition, usual class: inhibitors; Plk1 PBD binding of FITC phosphopeptide, fluorescence polarization; actives 2.8% (n = 360,000); Serine/threonine-protein kinase PLK1 (Homo sapiens), P53350; note: potency is the fitted concentration of half-maximal effect; series mostly up to about 57 µM; % is set by controls: 0 for no effect and ±100 for the full control effect; nearly all actives have a fitted effect of over 65% in size
EPAC2 ag – qHTS for Agonist of cAMP-regulated guanine nucleotide exchange factor 4 (EPAC2): primary screen; Rap guanine nucleotide exchange factor 4 (Homo sapiens), Q8WZA2; EPAC2 activation, biochemical qHTS; response scale: 100% = 6.5 mM cAMP response; Potency, µM (titrated, usually from 154 µM), inactives show top-dose activation, most hits filed as activators; actives 0.079% (n = 360,000); note: potency is the fitted concentration of half-maximal effect; nearly all actives have a fitted effect of over 50% in size
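Setup: EPAC2 100 nM, labeled Rap1B complex 250 nM, free GDP 50 uM. Compound titrations pinned in, brief spin, 5 min room temperature incubation. Kinetic fluorescence read over 30 min, normalized to 6.5 mM cAMP.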
IL-2 act – qHTS of IL-2 Activators; AID 652025, 2013; actives 0.065% (n = 360,000); activation, % (series mostly up to about 46 µM); IL-2 activation reporter assay, cell-based qHTS; stimulated with anti-CD3/CD4/CD28 beads; in transgenic mouse T cells; in the data active = activation above about 50%; inconclusive = mostly about 30% to 49%; note: 0% is about no effect
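Using fluorescent plate cytometry, EGFP and DsRed are detected in transgenic mouse T cells stimulated 18 h at 37 degrees C with antibody-coated beads after 60 min compound pretreatment.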
EPAC1 agonist – qHTS for Agonist of cAMP-regulated guanine nucleotide exchange factor 3 (EPAC1): primary screen | Potency, µM (doses to about 154 µM), for inactives: at the highest dose activation, hits mostly activators | actives 0.073% (n = 360,000) | AID 720707, 2013 | EPAC1 agonist qHTS, biochemical assay; response scale: 100% = response to 6.5 mM cAMP; note: potency is the fitted concentration of half-maximal effect; nearly all actives have a fitted effect of over 60% in size
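Nucleotide exchange assay: 100 nM EPAC1 with 250 nM Rap1B loaded with BODIPY-GDP and 50 uM GDP, room temperature. Fluorescence (480/540 nm) read every 5 min for 30 min; signal change normalized to 6.5 mM cAMP as full agonist.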
CCT modulator – High-Throughput Screening for Modulators of Cytosolic Chaperonin Activity; actives 0.3% (n = 360,000); purified chaperonin ATPase assay, HTRF ADP detection, 30 min; activity change, % (concentration not given with the values), hits read low; in the data active = activity change below about -30%; note: % is set by controls: 0 for no effect and ±100 for the full control effect
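TRiC at 40 or 20 nM final (batch-dependent) in 30 mM Tris pH 7.4, 100 mM KCl, 5 mM MgCl2, 1 mM DTT, with compound at single 76 uM and 10 uM ATP, 30 min at 37 deg C. ADP detected by HTRF Transcreener, 665/615 ratio.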
PI5P4K alpha inh – qHTS for Inhibitors of phosphatidylinositol 5-phosphate 4-kinase (PI5P4K). PI5P4Kalpha enzyme, ADP-Glo luminescence, 60 min; active compounds read low. Phosphatidylinositol 5-phosphate 4-kinase type-2 alpha (Homo sapiens), P48426. max response, %. actives 1.2% (n = 330,000); active = max response of -50% or lower; inconclusive = between -30% and -50%; inactive = -30% or higher; note: value at the top dose of about 77 µM; % is set by controls: 0 for no effect and ±100 for the full control effect
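qHTS, 1536-well: enzyme/substrate mix, compound by pin tool, 5 microM ATP final; RT 60 min; ADP-Glo reagents 1 (45 min) then 2 (30 min); luminescence.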
* hit, by the source's call; ? = inconclusive; . = no result given; [ ] = dose if it differs, or a comment. Unless noted, calls come from the whole dose curve; as a rule, active = well fitted curve in the direction sought with a large enough effect; inconclusive = small, poorly fitted or top-dose-only effect, or another doubt; inactive = no such curve, though single readings can be large; an effect the other way counts as inactive or inconclusive.

SMILES	WRN helicase inh	EPAC1 antag	PLK1 PBD inh	EPAC2 ag	IL-2 act	EPAC1 agonist	CCT modulator	PI5P4K alpha inh
CCCCC/C=C/C1=CC(=O)C[C@H](c2ccc(OC)cc2)C1	4%	-15%	-6%	8%	-0.4	-2%	-3.6	10
CC(=O)N(c1c(C)n(C)n(-c2ccccc2)c1=O)C1(C(=O)NC2CCCC2)CCCCC1	0%	-21%	-3%	-3%	1.4	3%	-1.5	5
COc1ccc(-c2cc(=O)oc3cc(OC(C)C(=O)Nc4ccc(CN5CCOCC5)cc4)ccc23)cc1 (stereo not drawn)	-6%	4%	-10%	18%	-3.2	9%	-1.3	2
Brc1ccc(-c2csc(NC3=NCCCCC3)n2)cc1	-6%	-7%	-13%	-1%	-2.3	-10%	0.7	4
CCOC(=O)N1CCC(NC(=O)c2ccc(Cl)cc2)CC1	-7%	-14%	2%	8%	-0.1	15%	0.2	8
Cc1cc(NC(=S)Nc2ccccc2)ccc1Br	-5%	12%	-12%	13%	1.0	4%	1.7	.
CCC(C)NC(=O)CN1C(=O)NC2(CCOc3ccccc32)C1=O (stereo not drawn)	7%	-14%	-10%	17%	-0.1	7%	0.6	3
C1CCCC(NC2=NCCO2)CCC1	-2%	-3%	2%	-3%	1.2	8%	0.7	7
CNC(=O)/C(C#N)=C/c1c(N2CCCCCC2)nc2ccccn2c1=O	7%	7%	2%	8%	-0.3	0%	-5.6	0
Cc1ccc(C)c(N2CCN(C(=O)c3ccc4nsnc4c3)CC2)c1	-4%	-15%	4%	8%	-1.0	13%	-2.9	-1
Cc1ccc(N(C)C(=O)c2cc(S(=O)(=O)N3CCc4ccccc43)cn2C)cc1	-29%	-20%	-9%	12%	-3.5	-8%	-1.0	-1
CC(=O)N[C@@H](Cc1c[nH]c2ccccc12)C(=O)NCCc1ccc(S(N)(=O)=O)cc1	-4%	-6%	-10%	17%	-4.5	7%	-4.0	-1
O=C(CCc1nc2ccccc2c(=O)[nH]1)NCc1cccc(Cl)c1	0%	-6%	-9%	-7%	0.5	12%	-1.3	7
CC(C)C(=O)Nc1c(-c2cccs2)c(=O)c2ccccc2n1C	-6%	0%	-4%	2%	-1.0	6%	-0.2	.
O=C(CSCCO)Nc1cc(C(F)(F)F)ccc1Cl	-1%	12%	-1%	10%	4.9	-9%	-3.3	.
O=C1NC[C@H](CCCCN2C[C@H](Cc3ccccc3)N(CC3CCCCC3)C(=O)C2=O)N(CC2CCCCC2)C1=O	-2%	4%	-3%	-4%	-0.4	-20%	1.2	0
S=C(Nc1ccc(Cl)cc1Cl)N1CCOCC1	-4%	-18%	-4%	-3%	-1.0	8%	0.6	-3
CC(C)c1ccc(S(=O)(=O)NC2CCS(=O)(=O)C2)cc1 (stereo not drawn)	-17%	?	-7%	3%	-0.5	-7%	2.5	2
O=C(Nc1cccc2c1C(=O)NC2=O)c1cccnc1Cl	-4%	7%	8%	-5%	-1.2	5%	1.7	-2
O=C(COc1ccc(S(=O)(=O)NC2CCCCC2)cc1)NCc1cccnc1	2%	25%	-11%	6%	-0.6	9%	0.5	.
Cc1cc(C[n+]2ccsc2N)c2ncccc2c1	-6%	-7%	2%	2%	-0.3	5%	2.1	0
C[C@H](CO)N1C[C@H](C)[C@@H](CN(C)C(=O)Nc2ccc(C(F)(F)F)cc2)Oc2c(NC(=O)Cc3ccccc3)cccc2C1=O	6%	-12%	-4%	4%	0.2	-16%	0.6	0
O=S(=O)(Nc1ccccc1O)c1ccc(Cl)nc1	0%	3%	-3%	-1%	0.5	-6%	-0.8	0
Cc1nn(-c2ccccc2)c(Cl)c1C1C(C#N)=C(N)OC2=C1C(=O)CC(C)(C)C2 (stereo not drawn)	-16%	2%	-2%	-18%	1.1	-5%	0.1	-26
CC(=O)c1cccc(NC(=O)c2cc(=O)[nH]c3ccccc23)c1	11%	6%	19µM*	2%	0.6	2%	0.1	-13
COc1ccc(Oc2ccccc2/C=N/O)cc1	-17%[57.1 µM]	1%	-8%	-8%	-2.4	4%	-0.9	-6
COc1cc(CCCN2C(=O)C(=O)NC[C@H]2Cc2cccc3ccccc23)cc(OC)c1OC	1%	-4%	2%	0%	-0.2	-5%	0.4	-1
COc1ccc(NC(=O)CCc2nnc3ccc(N4CCC(C)CC4)nn23)cc1OC	-4%	-4%	-8%	5%	1.4	-8%	2.3	-4
CCc1cccc(C)c1NC(=O)C1CC(=O)N(C2CCCC2)C1 (stereo not drawn)	-2%	0%	-3%	16%	0.7	1%	-0.6	-13
CCc1c(-c2cccc(Cl)c2)ncn1Cc1cccc(-c2ccccc2)c1	-5%	-15%	-19%	4%	-0.3	-1%	.	6
Fc1ccccc1-n1cc(-c2ccccc2)[nH]c1=S	-9%	1%	-11%	-4%	-0.4	-3%	-0.7	1
CCCCN(CC)CCCNC(=O)c1cc2cc3ccc(C)cc3nc2o1	-3%[57.1 µM]	2%	2%	1%	4.0	14%	-1.1	2
COc1ccc(-c2cc(C(F)(F)F)nc(N3CCN(C)CC3)n2)cc1	-11%	-25%	1%	3%	-1.9	0%	-0.5	10
CSc1ccccc1C(=O)Nc1ccc2c(c1)OCCO2	-2%	-26%	-6%	9%	0.9	7%	0.3	2
COc1ccccc1OCc1nc(C#N)c(N2CCCC2)o1	3%	-2%	-12%	17%	2.4	2%	1.2	-4
CCN(C(=O)CN1C(=O)CN(C)C1=O)c1cccc2ccccc12	7%	15%	-8%	6%	0.1	10%	-1.1	-2
COc1cccc(CNC(=O)Cc2ccc(NC3=NC4CS(=O)(=O)CC4S3)cc2)c1 (stereo not drawn)	4%	4%	-2%	1%	-0.8	-9%	-0.2	-8
CN(CC(=O)Nc1ccccc1Br)C(=O)c1ccc(-c2ccc(Cl)cc2)o1	-19%	-20%	0%	4%	-0.2	-13%	-0.3	10
CCN(CC)CCn1c(=S)[nH]c2cc(Cl)ccc2c1=O	1%	1%	-14%	6%	3.3	2%	-2.2	.
CCn1c(CSc2nc3ccccc3[nH]2)n[nH]c1=S	-6%	2%	-5%	5%	-1.4	1%	-1.5	.
Cc1ccc(SCCNC(=O)c2ccccc2)cc1	7%	2%	-3%	-1%	-2.5	-9%	-3.4	-11
CCc1cccc(NC(=O)C2CCN(S(=O)(=O)c3ccc4[nH]c(=O)ccc4c3)CC2)c1	8%	17%	-3%	-2%	-3.2	-7%	-0.1	-18
Cc1c(C(=O)NN2CCOCC2)oc2c1ccc1ccccc12	-3%	5%	-5%	6%	-0.5	0%	-0.2	0
O=C(NCc1ccccc1)C(c1ccccc1F)N(C(=O)c1csnn1)C1CCCC1 (stereo not drawn)	-2%	0%	4%	0%	-0.2	-2%	-1.2	0
COc1ccc(NC(=O)COC(=O)Cc2ccccc2[N+](=O)[O-])cc1OC	10%	-4%	3%	0%	-0.7	-3%	-2.4	-13
CC(C)CCn1cnc2c(cnn2-c2ccc(F)cc2)c1=O	-2%	3%	-6%	5%	0.9	2%	-1.2	1
COc1ccccc1-c1nnc(SCC(=O)c2c(N)n(C3CC3)c(=O)[nH]c2=O)o1	-3%	1%	-7%	7%	1.0	11%	-1.2	5
Cc1sc2ncnc(N3CCC(C(=O)Nc4nnc(SCc5ccccc5F)s4)CC3)c2c1C	-6%	-6%	1%	5%	-0.2	-71%[inhibitor]	-3.6	-2
Cc1cc(C)c2cc(CN(Cc3nnnn3Cc3ccc(F)cc3)C3CCCC3)c(=O)[nH]c2c1	-3%	6%	-8%	11%	0.2	8%	-0.6	.
Cc1sc(NC(=O)CCCC(=O)O)c(C(N)=O)c1-c1ccccc1	-7%	0%	30µM*	9%	0.0	10%	2.1	-15
O=C(/C=C/c1ccc2c(c1)OCCO2)N1CCN(c2ccc(F)cc2)CC1	3%	-24%	-2%	1%	-2.5	0%	0.1	-3
CCc1c(C(=O)Nc2ncn(Cc3cccc(C)c3)n2)csc1C	8%	14%	-3%	0%	0.4	-2%	-0.1	.
CCCN1CCN(CC(=O)Nc2nc3ccccc3s2)CC1	10%	-1%	-15%	5%	-1.8	2%	-1.8	2
COc1ccc(N2C(=O)C(OC(C)=O)C2c2ccc(C)cc2)cc1 (stereo not drawn)	13%	-15%	-5%	-8%	0.4	8%	-0.6	-4
O=C(c1cc(S(=O)(=O)N2CCOCC2)ccc1Cl)N1CCC(Cc2ccccc2)CC1	-7%	10%	-1%	14%	-3.2	3%	-0.3	2
NS(=O)(=O)c1ccc(N2CCOCC2)c(C(=O)NCCCSc2ccccc2)c1	-7%	-1%	-3%	5%	0.1	7%	-2.4	-2
CC1(C(=O)NS(=O)(=O)Cc2ccccc2C(F)(F)F)CCN1C(=O)Cc1cccs1 (stereo not drawn)	2%	-1%	-12%	6%	-0.4	-6%	-0.4	3
Nc1ccccc1S(=O)(=O)C(F)F	4%	7%	5%	3%	0.2	-3%	0.5	-5
CCOC(=O)c1oc2ccccc2c1CN1CCOCC1	12%	-3%	-7%	-2%	-0.7	8%	1.7	5
CCCC(=O)N=C1SC2CS(=O)(=O)CC2N1c1ccc(CC)cc1 (stereo not drawn)	5%	1%	2%	?	-0.6	-1%	0.0	9

Structures shown so far that contain a furan ring, fused or not (four):
SMILES	WRN helicase inh	EPAC1 antag	PLK1 PBD inh	EPAC2 ag	IL-2 act	EPAC1 agonist	CCT modulator	PI5P4K alpha inh
CCCCN(CC)CCCNC(=O)c1cc2cc3ccc(C)cc3nc2o1	-3%[57.1 µM]	2%	2%	1%	4.0	14%	-1.1	2
CN(CC(=O)Nc1ccccc1Br)C(=O)c1ccc(-c2ccc(Cl)cc2)o1	-19%	-20%	0%	4%	-0.2	-13%	-0.3	10
Cc1c(C(=O)NN2CCOCC2)oc2c1ccc1ccccc12	-3%	5%	-5%	6%	-0.5	0%	-0.2	0
CCOC(=O)c1oc2ccccc2c1CN1CCOCC1	12%	-3%	-7%	-2%	-0.7	8%	1.7	5

A portion of the library. The share of hits here may be higher or lower than overall.
